Screens as filed in PubChem.
PLC-beta3 inh: blocks human PLC-beta3 enzyme activity. actives 0.18% (n = 370,000). Purified PLC-beta3, fluorogenic substrate, fluorescence. Q01970. inhibition, % at 12.2 µM; in the data active = inhibition above about 11%;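 note: 0% = median of compound wells on plate and 100% = full blocker control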
NR1D1 modulator: Rev-erb alpha (human) modulation | actives 0.79% (n = 370,000) | activity, % at 10 µM | P20393 | Rev-erbα–FITC-DNA binding, fluorescence polarization, 90 min | AID 1259318;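 active = activity above about 14%, limit read from the data; passing the limit was not always enough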;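 note: 0% = DMSO wells with 35 nM protein and 100% = DMSO wells with 750 nM protein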
DAX1 inh-1: NR0B1 (DAX1) inhibition; actives 0.99% (n = 340,000); HEK293 Gal4-DAX1 luciferase reporter, luminescence; AID 504766; inhibition, % at 6.75 µM; P51843;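 active = inhibition above the mean over all tested compounds plus 3 SD, cut at about 4.2% in these data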;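 note: 0% = DAX1-transfected cells with DMSO and 100% = empty-vector control cells with DMSO; inhibition shows as a rise in luminescence from relieved DAX1 repression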
Target sequence (P51843 207-470 limits assumed): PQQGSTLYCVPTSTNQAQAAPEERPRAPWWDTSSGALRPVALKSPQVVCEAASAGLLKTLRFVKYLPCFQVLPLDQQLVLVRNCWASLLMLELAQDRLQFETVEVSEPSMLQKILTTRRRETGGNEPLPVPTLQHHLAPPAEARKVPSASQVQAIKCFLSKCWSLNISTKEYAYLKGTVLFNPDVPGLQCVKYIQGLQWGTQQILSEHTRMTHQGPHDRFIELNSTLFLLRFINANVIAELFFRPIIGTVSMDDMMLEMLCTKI
ssDAF-12 act: S. stercoralis DAF-12 activation, primary screen | activation, % at 6.8 µM | actives 1% (n = 370,000) | AID 652126 | HEK293 ssDAF-12/GRIP1 lit1-tk-luc reporter, luminescence; % of 3 µM dafachronic acid response;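 active = activation above the mean over all tested compounds plus 3 SD, cut at about 0.9% in these data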;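 note: 0% = DMSO-only wells and 100% = 3 µM delta7-dafachronic acid wells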
SMARCA2 activ: increases SMARCA2 function in MMTV reporter cells; MG213 cells, MMTV-luciferase reporter, dexamethasone, overnight; activation, % at 9.1 µM; actives 1% (n = 370,000); AID 652017; in the data active = activation above about 7.8%;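 note: 0% = vehicle wells and 100% = reference activator wells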
hgDAF-12 ag: activates the H. glycines DAF-12 receptor ligand-binding domain | HEK293 GAL4-hgDAF12 UAS-luciferase reporter, agonist luminescence; normalized to butyrate control | actives 1.8% (n = 370,000) | activation, % at 6.8 µM | AID 687014;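 active = activation above a cutoff set at the mean of all screened compounds plus 3 SD, cut at about 10% in these data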;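 note: 0% = DMSO wells and 100% = sodium butyrate wells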
MBD2 inh: inhibitors of human MBD2 binding to methylated oligonucleotide. Q9UBB5. TR-FRET. inhibition, % at 4.4 µM. actives 0.31% (n = 370,000); in the data active = inhibition above about 13%
Target sequence (Q9UBB5 whole entry, looked up): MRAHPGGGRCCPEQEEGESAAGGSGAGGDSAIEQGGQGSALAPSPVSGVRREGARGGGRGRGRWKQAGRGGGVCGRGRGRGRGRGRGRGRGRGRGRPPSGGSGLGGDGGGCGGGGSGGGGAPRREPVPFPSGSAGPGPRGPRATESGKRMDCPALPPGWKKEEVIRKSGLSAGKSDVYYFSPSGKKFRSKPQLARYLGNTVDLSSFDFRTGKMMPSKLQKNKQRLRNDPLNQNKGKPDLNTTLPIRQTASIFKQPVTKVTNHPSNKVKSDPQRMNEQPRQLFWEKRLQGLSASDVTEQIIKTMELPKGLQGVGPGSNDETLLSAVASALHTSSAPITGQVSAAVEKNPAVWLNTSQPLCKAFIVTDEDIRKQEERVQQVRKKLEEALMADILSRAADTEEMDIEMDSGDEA
ADAM17 inh: inhibitors of human ADAM17. P78536. inhibition, % at 6.95 µM. actives 0.83% (n = 370,000). recombinant ADAM17, EDANS/DABCYL FRET peptide cleavage. AID 720648;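 active = inhibition above the mean of compounds lying between control limits plus 3 SD, set per campaign, cut at about 8.5% in these data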;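 note: 0% = DMSO-only wells as the low control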
hcDAF12 agonist: activates DAF-12 receptor from parasite H. contortus; actives 1.4% (n = 370,000); HEK293 hcDAF-12 lit1-tk-luc reporter, luminescence; 0% DMSO, 100% Δ7-dafachronic acid; AID 652067; activation, % at 6.8 µM;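 active = activation above the mean of all tested compounds plus 3 SD, cut at about 5.5% in these data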;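 note: 100% = response to 3 µM Δ7-dafachronic acid high control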
DAX1 inh-2: DAX1 (NR0B1) inhibition, primary screen | AID 652010 | HEK293T StAR-luciferase reporter, SF-1/DAX-1 repression relief | inhibition, % at 6.8 µM | actives 1.1% (n = 370,000);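 active = inhibition above the mean over all tested compounds plus 3 SD, cut at about 3.6% in these data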;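 note: 0% = DAX-1 cells with DMSO and 100% = cells lacking DAX-1 with DMSO; higher inhibition means more luminescence from relief of DAX-1 repression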
PLCg1 inh: PLC-gamma1 (human) inhibition, primary screen | P19174 | purified PLC-gamma1, fluorogenic substrate, fluorescence | inhibition, % at 12.2 µM | actives 0.84% (n = 370,000); in the data active = inhibition above about 9.5%
Starred values were filed as active, the others as inactive; nt = not tested or not shown.

Structure,PLC-beta3 inh,NR1D1 modulator,DAX1 inh-1,ssDAF-12 act,SMARCA2 activ,hgDAF-12 ag,MBD2 inh,ADAM17 inh,hcDAF12 agonist,DAX1 inh-2,PLCg1 inh
CCN(CC)CCNC(=O)c1ccc(CS(=O)(=O)c2ccc(Br)cc2)o1,1.1,11.6,-1.7,-0.7,-1.4,-1.6,-3.3,-1.6,1.8,0.3,-1.4
Cc1ccc(S(=O)(=O)N2CCOCC2)cc1NC(=O)Cn1ccsc1=N,-2.6,-2.7,-0.4,-1.6,-0.3,-0.9,-3.2,-2.7,0.2,-0.2,0.3
CC(=O)CC[C@@H](C)O[C@@H]1OC(C)[C@H](O)CC1O (stereo partly drawn),4.0,-5.2,0.4,-0.9,2.7,-0.3,-1.7,2.2,-0.8,-0.2,2.1
Cc1ccc2c(c1)[nH]c1c(=O)n(CCCN3CCOCC3)cnc12,-2.6,-2.5,2.0,-0.1,1.4,0.3,-0.2,-6.8,1.0,0.9,-2.9
COc1ccc(-c2cnn(C3CCS(=O)(=O)C3)c2N)cc1 (stereo not drawn),0.2,-1.7,-0.5,-0.5,2.6,0.3,-5.9,-1.5,0.0,0.4,1.1
CC(C)CNC(=O)c1ccccc1NC(=O)CN(c1ccccc1)S(=O)(=O)N(C)C,3.1,-6.1,-0.7,-1.6,-5.0,-2.3,-5.1,2.4,-2.5,-0.1,3.0
C=CCN1C(=O)/C(=C\c2ccc(Cl)cc2)N=C1SCC(=O)NCCC,-5.6,5.8,-0.2,-0.6,-0.1,-0.7,-1.8,-1.2,-0.3,-0.1,1.7
COc1ccccc1-c1cn[nH]c1-c1ccc(OCc2ccccc2F)cc1O,-2.2,-2.3,0.2,-1.0,-3.1,4.0,2.0,3.1,-1.7,0.1,-3.0
Cc1ccnc(NC(=O)c2ccc([N+](=O)[O-])s2)c1,-7.1,0.1,-0.6,-0.8,5.0,2.8,0.4,-5.0,1.4,-0.7,-4.7
CCOC(=O)C1CCN(c2nc3ccccc3nc2C(C#N)C(=O)OC(C)COC)CC1 (stereo not drawn),-6.0,-1.3,0.1,-1.6,-1.6,0.9,-2.0,-5.5,2.7,0.9,-7.3
COc1cc(CN2CCNC(=O)C2CC(=O)N(C)Cc2cccnc2)cc(OC)c1 (stereo not drawn),-1.5,0.9,-0.6,-1.1,-4.1,0.3,2.4,0.3,-0.7,-0.2,0.4
O=C(c1nc2ccc(Cl)cn2c1CN1CCCC1)N1CCc2ccccc2C1,-58.8,2.0,0.9,0.3,-2.1,0.8,9.0,-6.6,5.0,0.3,-38.5
CCN1C(=O)[C@H]2[C@@H](c3ccc(OC)cc3)N[C@]3(CCCN(Cc4ccccc4)C3=O)[C@H]2C1=O,-1.8,3.3,0.1,-1.8,-0.8,-0.3,5.1,-3.1,-0.2,-0.3,-2.4
N#Cc1ncc(C(F)(F)F)cc1Sc1ccc(N)cc1,-3.3,-1.6,-0.9,-1.3,0.9,0.1,4.8,-6.3,-1.0,0.1,-3.8
CCn1c(=O)c([N+](=O)[O-])c(NCCN(C)C)c2ccccc21,-3.2,1.6,1.8,-0.9,-3.6,-3.2,2.5,5.5,-0.8,0.4,0.5
CC1CCCN(CCCNC(=O)C2CC(=O)N(CCc3ccccc3)C2)C1 (stereo not drawn),-4.3,-0.2,0.0,-1.5,-0.9,-0.3,0.5,4.6,2.8,3.0,2.7
C=CCNC(=O)C(C)Sc1ccc(Cl)cc1 (stereo not drawn),2.0,-3.9,0.8,-0.4,0.9,2.4,-5.6,-1.7,-0.7,-0.6,2.4
CCOC(=O)[C@@]12CN(C(=O)OC(C)(C)C)CC=C1N(Cc1ccc(OC)cc1)C(=O)[C@H]2CC(=O)NCC12CC3CC(CC(C3)C1)C2,-4.0,-2.2,nt,-1.6,-2.8,2.4,4.1,-2.2,-2.6,-1.4,0.2
O=S(=O)(c1cccc2cccc(Cl)c12)N1CCCC1,-7.2,3.7,-0.6,-1.7,-2.2,0.3,-0.5,-4.3,-1.1,-0.8,-4.5
CCn1ccnc1CNC(=O)CC1C(=O)NCCN1CCCc1ccccc1 (stereo not drawn),-9.6,-2.4,0.8,-1.1,1.8,2.1,-0.1,-4.6,-1.4,-0.7,1.8
CC(=O)Cc1nsc(NC(=O)c2ccc(COc3ccc(C)cc3)o2)n1,-16.0,-4.4,-0.1,-0.5,-2.8,2.8,2.7,-2.9,2.4,-0.2,-12.2
Cc1ccc(CNS(=O)(=O)c2cc(F)ccc2CN2C(=O)c3cccnc3C2=O)o1,-7.9,-0.1,0.1,-1.4,-1.0,1.5,-1.1,-3.1,1.3,0.2,-3.7
CC1(Cc2cc(Cl)ccc2C(F)(F)F)C(=O)Nc2cc(-c3ccccc3Cl)ccc21 (stereo not drawn),2.8,8.6,nt,-1.5,-2.8,1.3,-1.5,0.1,-1.8,-0.6,1.4
COc1ccccc1C(C)NCC(=O)Nc1ccccc1C(F)(F)F (stereo not drawn),1.9,2.9,1.3,-1.4,1.1,0.9,-5.7,1.6,-2.3,-0.7,-2.4
COc1ccccc1CN1Cc2cccc3c2[C@@H](CC1=O)[C@H](O)[C@H](O)C3,0.5,4.9,0.7,-0.8,-1.4,1.2,1.6,-1.1,0.5,0.5,4.1
CCOc1ccc(OCC)c(NC(=O)CSc2nc3ccccc3c(=O)n2C)c1,-1.0,2.5,-0.7,-0.7,-2.6,-1.4,-2.4,0.3,-2.0,-0.3,-2.0
CCCC1=[N+](CC(=O)c2ccc(Br)cc2)CCn2cccc21,-98.9,-4.8,1.4,-0.7,-4.4,-1.5,-4.8,-7.5,2.3,-0.4,-69.0
Cc1cc(C(=O)NC2CCCc3c2cnn3-c2cccc(C)c2C)n(C)n1 (stereo not drawn),-3.2,0.2,-2.5,-2.0,-2.8,-9.0,-1.6,-0.7,-5.1,-8.9,0.1
O=C(CSc1nnc(-c2ccco2)n1CC1CCCO1)c1ccccc1 (stereo not drawn),-1.4,1.4,0.5,-1.0,-3.6,0.0,0.0,-4.2,-0.6,-0.5,1.2
Cc1ccccc1CN1CCN(C(=O)c2cccc(F)c2)CC1,0.8,2.9,-0.2,-1.2,-5.1,-2.1,6.4,-1.8,-0.9,-0.6,-0.2
O=S(=O)(N/N=C1/CC(c2ccccc2)Oc2ccccc21)c1ccccc1 (stereo not drawn),-3.2,0.9,-0.3,-0.8,-2.3,2.9,-0.5,-3.2,-0.8,0.6,-4.1
O=C1c2ccccc2C(=O)N1c1ccccc1S(=O)C(F)(F)F (stereo not drawn),-11.2,0.7,-0.3,-0.8,-3.5,-0.5,1.1,-0.9,-0.8,0.5,-10.9
C[C@]12C(=O)N(c3ccc(Br)cc3)C(=O)N1[C@@H]1c3ccccc3OC[C@@H]1[C@H]2c1ccccc1,5.9,-0.2,-0.6,-1.3,0.5,1.3,-8.5,8.2,-1.7,-0.5,3.3
CN(C)C(=O)CSc1nc2ccccc2c(=O)[nH]1,1.7,-5.2,0.4,-1.2,-0.1,0.5,-3.8,3.6,-0.5,0.8,6.0
CCCc1nc2ccc(C)cn2c1Cc1cccc(Cl)c1,-25.9,-4.6,nt,1.6*,-1.3,7.9,9.1,-14.0,5.6*,0.9,-15.8
O=C(Nc1cccnc1)C1(F)C(F)(F)C(F)(F)C(F)(F)C(F)(F)C1(F)F,3.5,-4.7,1.0,-0.3,0.5,3.5,0.9,-1.4,-1.8,-0.6,-1.1
CCn1c(C)nc2cc(C(=O)N/N=C/c3cccc(OC)c3O)ccc21,-27.9,1.1,-0.3,-1.6,-3.9,-8.0,-4.5,-2.7,-3.0,-2.2,-18.2
O=C(COC(=O)c1cc(=O)[nH]c2ccccc12)NCc1cccs1,-96.9,-3.4,-0.5,-1.1,-1.7,2.8,2.5,-24.2,0.1,0.9,-66.2
CC(OC(=O)[C@@H](NC(=O)OCc1ccccc1)C(C)C)C(=O)Nc1ccc(N2CCOCC2)cc1 (stereo partly drawn),-8.8,5.2,0.8,-0.2,-3.3,-0.1,-2.7,-1.2,-0.2,0.0,-1.7
Cc1cc(-n2ccc(=O)[nH]c2=O)nc(-c2ccccc2)n1,2.0,4.8,1.1,-1.5,-0.5,-0.8,-5.0,-0.8,-1.1,0.0,-0.9

Of the compounds above, eight contain an aryl methoxy group.
Structure,PLC-beta3 inh,NR1D1 modulator,DAX1 inh-1,ssDAF-12 act,SMARCA2 activ,hgDAF-12 ag,MBD2 inh,ADAM17 inh,hcDAF12 agonist,DAX1 inh-2,PLCg1 inh
COc1ccc(-c2cnn(C3CCS(=O)(=O)C3)c2N)cc1 (stereo not drawn),0.2,-1.7,-0.5,-0.5,2.6,0.3,-5.9,-1.5,0.0,0.4,1.1
COc1ccccc1-c1cn[nH]c1-c1ccc(OCc2ccccc2F)cc1O,-2.2,-2.3,0.2,-1.0,-3.1,4.0,2.0,3.1,-1.7,0.1,-3.0
COc1cc(CN2CCNC(=O)C2CC(=O)N(C)Cc2cccnc2)cc(OC)c1 (stereo not drawn),-1.5,0.9,-0.6,-1.1,-4.1,0.3,2.4,0.3,-0.7,-0.2,0.4
CCN1C(=O)[C@H]2[C@@H](c3ccc(OC)cc3)N[C@]3(CCCN(Cc4ccccc4)C3=O)[C@H]2C1=O,-1.8,3.3,0.1,-1.8,-0.8,-0.3,5.1,-3.1,-0.2,-0.3,-2.4
CCOC(=O)[C@@]12CN(C(=O)OC(C)(C)C)CC=C1N(Cc1ccc(OC)cc1)C(=O)[C@H]2CC(=O)NCC12CC3CC(CC(C3)C1)C2,-4.0,-2.2,nt,-1.6,-2.8,2.4,4.1,-2.2,-2.6,-1.4,0.2
COc1ccccc1C(C)NCC(=O)Nc1ccccc1C(F)(F)F (stereo not drawn),1.9,2.9,1.3,-1.4,1.1,0.9,-5.7,1.6,-2.3,-0.7,-2.4
COc1ccccc1CN1Cc2cccc3c2[C@@H](CC1=O)[C@H](O)[C@H](O)C3,0.5,4.9,0.7,-0.8,-1.4,1.2,1.6,-1.1,0.5,0.5,4.1
CCn1c(C)nc2cc(C(=O)N/N=C/c3cccc(OC)c3O)ccc21,-27.9,1.1,-0.3,-1.6,-3.9,-8.0,-4.5,-2.7,-3.0,-2.2,-18.2

Compounds as they come. Share with any hit: about 7.4%.
